SW480 rerep – inducers of DNA re-replication in SW480 colon cancer cells. SW480 DNA re-replication, Hoechst DNA content imaging, 48 h. Potency, µM (highest dose often 46.1 µM), inactives show at the top dose re-replication activation, actives largely listed as activators. 340,000 compounds, 1.8% hits. AID 624297; note: potency is the fitted concentration of half-maximal effect; % of control where 0% means no effect; nearly all actives have a fitted effect of over 55% in size
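Readout is total intensity of Hoechst-stained nuclei, excited at 405 nm and collected at 500-530 nm. Compound treatment lasted 48 hr at 37 C in 5% CO2 before staining.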
IL-1B inflam inh – blocks inflammasome-driven IL-1 beta release | AID 743279 | THP-1 LPS/ATP IL-1B secretion, AlphaLISA, 16 h; stronger effect = lower value | activity change, % at 57.5 µM | 360,000 compounds, 4.7% hits; in the data active = activity change below about -50%; inconclusive = mostly about -30% to -49%; note: % is set by controls: 0 for no effect and ±100 for the full control effect
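Secreted IL-1B measured by AlphaLISA bead assay after 16 h compound exposure of THP-1 cells; compounds (final up to 57.5 uM) added 1 h before LPS (250 ng/mL) and ATP (1.25 mM) stimulation; lower signal means less secretion.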
HT1080 IDH1KD tx – kills HT-1080 cells with IDH1 knockdown. HT-1080 IDH1 knockdown viability, ATP luminescence, 48 h. Potency, µM (top dose mostly 46.1 µM), without a hit: at the top dose activity, negative = toxicity, usual class: cytotoxic. 360,000 compounds, 2% hits. AID 686971;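 note: potency is the fitted concentration of half-maximal effect; 0% = DMSO wells and -100% = cell-free medium wells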
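% activity derives from luminescence (CellTiter-Glo), normalised to DMSO and no-cell wells. HT-1080-IDH1KD cells, 750/well, had 48 h compound exposure at 37 °C.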
MCF10A rereplic – induces DNA re-replication in MCF 10a normal breast cells; MCF 10A DNA re-replication, Hoechst nuclear intensity, 48 h; Potency, µM (top dose mostly 46.1 µM), for the others: top-dose activity, positive = re-replication, usual class: activators; 350,000 compounds, 2.9% hits; AID 624296; note: potency is the fitted concentration of half-maximal effect; % of control where 0% means no effect; nearly all actives have a fitted effect of over 50% in size
KB-V1 cytotox – KB-V1 MDR subline cytotoxicity; KB-V1 MDR cells viability, CellTiter-Glo, 72 h; Potency, µM (series often up to 46.1 µM), inactives show at the top dose activity change, negative = cytotoxicity, actives largely listed as cytotoxic; 400,000 compounds, 3.4% hits; AID 1347076; note: potency is the fitted concentration of half-maximal effect; % is set by controls: 0 for no effect and ±100 for the full control effect; nearly all actives have a fitted effect of over 60% in size
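Compound-treated KB-V1 multidrug-resistant cells, 72 h, 37 degrees C; viability by CellTiter-Glo. Fitted qHTS curves give the values.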
ATXN2 expr inh – ATXN2 expression inhibition; HEK-293 ATXN2-luciferase reporter, luminescence, 24 h; Potency, µM (top dose mostly 57 µM), for inactives: at the top dose activity change, negative = inhibition, actives largely listed as inhibitors; 360,000 compounds, 0.72% hits; AID 1745845; note: potency is the fitted concentration of half-maximal effect; % is set by controls: 0 for no effect and ±100 for the full control effect; nearly all actives have a fitted effect of over 55% in size
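ATXN2-luciferase reporter cells (luciferase flanked by upstream and downstream ATXN2 gene portions) were treated 24 h at 37 °C with compounds at up to 57 uM. SteadyGlo luminescence gave expression; GF-AFC fluorescence gave viability.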
HT1080-NT tox – kills 2HG-producing HT-1080-NT fibrosarcoma cells | 360,000 compounds, 1.6% hits | Potency, µM (top dose mostly 46.1 µM), inactives show at the highest dose activity, negative = less viability, actives largely listed as cytotoxic | HT-1080-NT fibrosarcoma viability, CellTiter-Glo ATP luminescence, 48 h;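 note: NT is the 2HG producing partner of a matched IDH1 knockdown line; potency is the fitted concentration of half-maximal effect; 0% = DMSO-treated cells and -100% = media-only wells without cells; nearly all actives have a fitted effect of over 55% in size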
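Luminescent CellTiter-Glo readout after 48 hours of compound exposure at 37 degrees C defined viability of HT-1080-NT cells. Activity was normalized to DMSO wells and cell-free media wells; concentration-response curves were fitted and assigned curve classes.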
KB-3-1 tox – kills parental KB-3-1 adenocarcinoma cells | KB-3-1 viability, CellTiter-Glo ATP luminescence, 72 h | Potency, µM (highest dose often 46.1 µM), without a hit: at the top dose activity change, negative = cytotoxic, hits mostly cytotoxic | 400,000 compounds, 1.4% hits; note: potency is the fitted concentration of half-maximal effect; % is set by controls: 0 for no effect and ±100 for the full control effect; nearly all actives have a fitted effect of over 60% in size
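Cytotoxicity measured as CellTiter-Glo luminescence after 72 h at 37 C. Compound titrations were pinned onto drug-naive KB-3-1 parental adenocarcinoma cells grown in DMEM with 10% FBS, and normalized data fitted to concentration-response curves.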
ATXN viability – reduces viability in counter-screen for ATXN expression inhibitors; S2 cells (HEK-293 line with an ATXN2-luciferase reporter) viability, CellTiter-Fluor protease fluorescence, 24 h; Potency, µM (top dose mostly 56.7 µM), usual class: cytotoxic; 400,000 compounds, 0.49% hits; note: potency is the fitted concentration of half-maximal effect; nearly all actives have a fitted effect of over 40% in size
* hit, by the source's call; i = inactive; ? = inconclusive; nt = no result given; [ ] = dose if it differs, or a comment. Unless noted, calls come from the whole dose curve; as a rule, active = well fitted curve in the direction sought with a large enough effect; inconclusive = small, poorly fitted or top-dose-only effect, or another doubt; inactive = no such curve, though single readings can be large; an effect the other way counts as inactive or inconclusive. Random draw from the library. Share with any hit: about 11%.

SMILES	SW480 rerep	IL-1B inflam inh	HT1080 IDH1KD tx	MCF10A rereplic	KB-V1 cytotox	ATXN2 expr inh	HT1080-NT tox	KB-3-1 tox	ATXN viability
O=C1C2C3C=CC(C3)C2C(=O)N1Cc1ccccc1 (centres undefined)	-11.1%	3.4	-2.3%	-1.2%	18.1%	1.3%	6.9%	1.6%	i
NC(=O)c1c(NC(=O)Cn2nc(C(=O)O)c3ccccc3c2=O)sc2c1CCC2	-20.4%	10.9	12.0%	5.9%	11.5%	-17.9%	1.4%	-9.7%	i
O=C(NC1=NCCS1)c1ccc(Cl)c(S(=O)(=O)N2CCCC2)c1	?	28.9	-3.7%	?	0.0%	-6.2%	-8.4%	-3.1%	i
Cc1cc2ccccc2n2c(SCC(=O)Nc3ccc(S(=O)(=O)N4CCC(C)CC4)cc3)nnc12	?	-9.5	-3.0%	-0.9%	-2.7%	1.8%	0.5%	0.0%	i
Cc1cnc(NC(=O)c2ccc3c(c2)OCCO3)s1	4.11µM*	61.3	7.31µM*	2.91µM*	?	2.24µM*	7.31µM*	5.8µM*	?
CC1(C)C(=O)Nc2ccccc2N1C(=O)COC(=O)/C=C/c1ccc(OC(F)F)cc1	0.6%	1.5	6.5%	?	10.8%	-4.1%	4.5%	18.5%	i
Cc1nc(Nc2ccc(S(N)(=O)=O)cc2)oc1C	-1.4%	14.2	9.6%	-7.7%	22.8%	0.7%	10.7%	7.5%	?
Cc1onc(C(=O)N2CCN(C(c3ccccc3)c3ccccc3)CC2)c1[N+](=O)[O-]	4.11µM*	-98.7*	-8.7%	3.6%	-19.7%	-8.9%	6.1%	3.1%	i
O=C(CN1C(=O)C2CC=CCC2C1=O)Nc1ccc(F)c(Cl)c1 (centres undefined)	nt	0.0	-1.0%	nt	-2.0%	nt	0.0%	0.0%	i
CCOC(=O)Cc1csc(-n2sc3ccccc3c2=O)n1	20.4%	22.7	1.7%	?	22.2%	8.0%	16.7%	-7.4%	?
C=CCc1ccccc1OCC(O)CN1CCN(CCN2C(=O)c3cccc4cccc(c34)C2=O)CC1 (centres undefined)	?	-70.5*	-18.6%	?	?	28.2µM*	-12.2%	?	?
CN1CCN(CC(C)(C)NS(=O)(=O)c2ccccc2)CC1	-1.3%	8.5	0.8%	18.3%	-10.4%	-10.3%	1.3%	-1.8%	i
COc1ccccc1CNC(=O)C1=CCN(S(=O)(=O)c2ccc(C)cc2)CC1	-1.2%	-28.6	-6.1%	-0.3%	?	nt	4.4%	10.8%	i
O=C(CN1CCCCCC1)Nc1cc([N+](=O)[O-])ccc1Cl	3.6%	3.6	-15.1%	10.6%	-5.6%	-9.3%	6.9%	-9.4%	i
CCOC1=NN(c2ncc(C(F)(F)F)cc2Cl)C(=O)/C1=C/N(C)C	-1.6%	11.4	0.9%	-0.1%	-14.5%	-24.9%	11.4%	16.6%	i
Cc1c(NC(=O)c2c(O)c3ccccc3n(C)c2=O)c(=O)n(-c2ccccc2)n1C	9.7%	-2.0	4.0%	-0.5%	5.7%	-8.2%	0.9%	10.0%	i
Cc1cc(C)c2c(N)c(C(=O)Nc3ccc(F)cc3)sc2n1	16.6%	-8.2	-13.9%	20.6µM*	-24.9%	0.5%	-3.3%	?	i
CCN(CC(=O)N1CCCC1)S(=O)(=O)c1ccc(OC)cc1	-7.7%	8.0	19.3%	-0.1%	-21.1%	0.8%	1.7%	-2.8%	i
Cc1cc(=O)oc2c(C(=O)/C=C/c3ccccc3)c(O)ccc12	-2.1%	9.6	3.2%	?	?	0.8%	0.0%	-28.7%	i
COc1ccccc1N(CC(=O)Nc1ccc2c(c1)OCO2)S(=O)(=O)c1ccc(C)cc1	nt	nt	nt	nt	-1.3%	13.5%	nt	-5.1%	i
Cc1ccc(-n2c(SCC(=O)N3CCC(C(=O)O)CC3)nc3ccccc3c2=O)cc1C	2.3%	6.5	-1.5%	-3.7%	-25.0%	51.7%[activator]	2.0%	2.5%	?
COc1ccc(C(CNC(=O)c2cc(SC)ccc2Cl)N(C)C)cc1 (centres undefined)	0.5%	?	1.2%	3.1%	2.7%	-6.9%	-2.3%	-53.1%	i
COc1cc(NC(=O)NS(=O)(=O)c2ccc(C)cc2)cc(OC)c1	-2.0%	0.0	-1.4%	0.0%	12.3%	10.4%	2.7%	3.5%	i
N/C(=N\OS(=O)(=O)c1ccc2ccccc2c1)c1cccnc1	?	-9.4	-7.7%	6.0%	-6.5%	nt	-5.5%	-1.4%	i
Cc1ccc(NS(=O)(=O)c2ccc(NC(=O)C3CC3)cc2)c(C)c1	?	-0.7	-21.6%	7.0%	-1.9%	-24.0%	?	2.3%	i
SMILES	SW480 rerep	IL-1B inflam inh	HT1080 IDH1KD tx	MCF10A rereplic	KB-V1 cytotox	ATXN2 expr inh	HT1080-NT tox	KB-3-1 tox	ATXN viability
O=C(O)c1ccccc1Sc1ncnc2sccc12	-19.3%	2.8	2.9%	?	?	4.8%	10.0%	10.4%	i
Cc1nn(Cc2ccc(Cl)cc2)c(C)c1NC(=O)CCCn1nc([N+](=O)[O-])c(Cl)c1C	-0.8%	?	-3.6%	8.8%	?	-3.5%	-5.3%	-11.4%	i
Cc1cccc(NS(=O)(=O)c2ccc(Cl)c(C(=O)Nc3ccccc3C)c2)c1	nt	nt	nt	nt	-6.7%	-21.8%	nt	-5.9%	i
C[C@H](NC(=O)[C@@H]1Cc2ccccc2CN1)C(=O)NC1CCCC1	-4.5%	3.0	10.5%	?	1.1%	nt	1.2%	-2.7%	i
COc1ccccc1OCC(=O)N/N=C1\CCc2ccccc21	2.5%[9.22 µM]	-7.0	1.1%	-3.5%	0.0%	29.7%	-0.9%	4.3%	i
Cc1cccc(OCc2n[nH]c(=S)o2)c1	0.9%	9.7	-1.5%	-2.5%	?	-0.8%	2.1%	?	i
COc1ccc(C(=O)NNC(=O)C23CC4CC(CC(C4)C2)C3)c(OC)c1	-6.1%	-8.1	-1.6%	?	-27.9%	2.4%	5.7%	0.1%	i
O=C(Nc1ccc(Cl)cc1Cl)c1n[nH]c(Cn2cncn2)n1	0.1%	1.0	3.2%	-1.5%	8.6%	7.2%	-1.6%	6.2%	i
Cc1ccc(CS(=O)(=O)CCC(=O)NCCN(C)Cc2ccccc2)cc1	-0.8%	-8.2	6.0%	12.1%	-12.1%	3.3%	0.2%	7.8%	i
O=C(CN1CCCCCCC1)NC(=O)NC1CCCCC1	-2.5%	12.3	11.4%	16.4µM*	?	10.2%	0.5%	?	i
COc1ccc(C(=O)Nc2cccc(C(C)=O)c2)cc1S(=O)(=O)N1CCOCC1	-5.3%	25.3	-4.5%	1.7%	25.6%	3.8%	1.8%	5.3%	i
CCOc1ccccc1CNC(=O)Cn1ncn2nc(-c3cccs3)cc2c1=O	nt	nt	nt	nt	15.7%	8.1%	nt	2.3%	i
Cn1cc(S(=O)(=O)N2CCN(c3ccccc3F)CC2)c(=O)n(C)c1=O	-9.9%	23.4	1.4%	7.6%	1.5%	3.1%	4.7%	3.6%	i
Cc1cccc(-c2nc3c(c(SCC(=O)N4CCOCC4)n2)CCCC3)c1	?	-14.4	7.3%	19.4%	?	-3.1%	6.5%	-26.4%	i
O=C(Nc1cccc(-n2cnnn2)c1)c1cccnc1	12.4%	-2.4	4.9%	-0.9%	6.1%	nt	9.1%	0.7%	i
O=C(C1CCN(c2ncnc3c2nc2n3CCCCC2)CC1)N1CCCCC1	-4.0%	-6.0	-9.4%	?	-16.3%	nt	4.3%	?	?
CCOC(=O)N1CCN(C2CC(=O)N(c3ccc(Oc4ccccc4)cc3)C2=O)CC1 (centres undefined)	-4.2%	0.0	-3.2%	2.7%	2.9%	10.6%	3.6%[9.24 µM]	1.6%	i
CC(C)C12CN3CC(C(C)C)(CN(C1)C3c1ccccc1O)C2=O (centres undefined)	3.4%	43.2	-4.1%	13.5%	2.9%	-15.0%	-1.0%	3.1%	i
O=c1c2ccccc2[nH]c(=S)n1Cc1cccnc1	-2.5%	15.6	15.8%	-4.1%	?	-4.9%	-20.5%	-2.8%	i
O=C(NCC1CC1)c1ccc(Nc2nc3ccc(Br)cc3[nH]2)cc1	-2.2%	4.1	1.6%	-2.3%	?	-20.0%	-0.1%	15.6%	?
